KDM5B inhibitor: inhibitors of human KDM5B histone demethylase | 220,000 compounds, 2.6% hits | Potency, µM (top dose mostly 57.7 µM), for the others: at the highest dose activity change, negative = inhibition, actives largely listed as inhibitors | KDM5B demethylase, FDH-coupled NADH fluorescence (FDH is formaldehyde dehydrogenase); active = well fitted inhibition curve with a large enough effect; inconclusive = small, poorly fitted or top-dose-only effect; inactive = no such curve, though single readings can be large or run the other way; note: 0% is about no effect; nearly all actives have a fitted effect of over 70% in size
Target sequence (Q9UGL1 whole entry, looked up): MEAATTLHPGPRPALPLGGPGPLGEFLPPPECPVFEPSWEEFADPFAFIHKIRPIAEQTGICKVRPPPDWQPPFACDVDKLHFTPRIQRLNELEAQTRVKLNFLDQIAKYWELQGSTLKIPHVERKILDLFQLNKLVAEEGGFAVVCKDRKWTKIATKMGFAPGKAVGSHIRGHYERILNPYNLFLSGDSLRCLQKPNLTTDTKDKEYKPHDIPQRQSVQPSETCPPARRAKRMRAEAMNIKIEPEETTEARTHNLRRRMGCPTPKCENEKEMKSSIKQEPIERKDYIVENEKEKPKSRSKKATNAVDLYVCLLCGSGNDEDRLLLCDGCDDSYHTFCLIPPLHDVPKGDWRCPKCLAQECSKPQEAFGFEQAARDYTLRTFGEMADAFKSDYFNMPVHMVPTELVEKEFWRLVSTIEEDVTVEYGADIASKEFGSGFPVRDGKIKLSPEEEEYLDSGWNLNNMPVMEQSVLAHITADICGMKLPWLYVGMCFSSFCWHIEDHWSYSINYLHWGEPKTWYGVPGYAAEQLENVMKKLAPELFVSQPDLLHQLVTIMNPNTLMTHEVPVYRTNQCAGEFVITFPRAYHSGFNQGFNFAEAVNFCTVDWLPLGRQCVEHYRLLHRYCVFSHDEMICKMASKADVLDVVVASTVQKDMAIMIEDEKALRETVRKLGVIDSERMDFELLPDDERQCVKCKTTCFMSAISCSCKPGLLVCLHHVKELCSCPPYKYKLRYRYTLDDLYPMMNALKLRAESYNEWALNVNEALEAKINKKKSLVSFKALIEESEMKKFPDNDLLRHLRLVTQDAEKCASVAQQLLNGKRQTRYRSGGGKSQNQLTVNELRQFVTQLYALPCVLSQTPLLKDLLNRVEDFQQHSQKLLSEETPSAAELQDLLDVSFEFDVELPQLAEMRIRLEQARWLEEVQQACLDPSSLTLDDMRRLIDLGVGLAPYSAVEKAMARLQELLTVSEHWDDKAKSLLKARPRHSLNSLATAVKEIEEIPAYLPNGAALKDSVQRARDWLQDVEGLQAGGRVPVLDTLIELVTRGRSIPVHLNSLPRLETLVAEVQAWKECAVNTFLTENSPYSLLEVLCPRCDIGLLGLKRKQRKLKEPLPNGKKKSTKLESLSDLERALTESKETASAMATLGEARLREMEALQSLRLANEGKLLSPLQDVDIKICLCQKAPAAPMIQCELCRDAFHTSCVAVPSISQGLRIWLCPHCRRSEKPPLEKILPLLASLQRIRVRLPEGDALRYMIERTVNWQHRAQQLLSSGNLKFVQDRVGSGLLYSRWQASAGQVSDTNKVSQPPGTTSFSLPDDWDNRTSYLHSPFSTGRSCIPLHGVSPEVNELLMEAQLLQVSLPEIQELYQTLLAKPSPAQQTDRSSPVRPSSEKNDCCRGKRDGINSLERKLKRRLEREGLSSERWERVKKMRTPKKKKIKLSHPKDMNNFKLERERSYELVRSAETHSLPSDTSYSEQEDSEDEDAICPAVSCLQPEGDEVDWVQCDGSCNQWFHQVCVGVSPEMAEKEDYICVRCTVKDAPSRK
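Coupled FDH/NAD⁺ fluorescence readout. KDM5BΔAP 200 nM final; compound titration, 10 min RT preincubation; substrate mix 12.5 µM H3K4me3, 25 µM 2-OG, 50 µM Fe(II), 100 µM ascorbate, 0.25 mM NAD⁺, 0.25 U/mL FDH; ΔRFU over 30 min.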
* hit, by the source's call; ? = inconclusive; & = joins results of further samples; [ ] = another dose, or the depositor's remark. Potency is the fitted concentration of half-maximal effect. Only part of the results is shown (hit frequency here may not be typical).

SMILES	KDM5B inhibitor
COc1ccc2c(c1)CC(C(=O)Nc1cccc(C)c1C)CO2 (centres undefined)	-9%
CCCCOP(=O)(c1ccc(N(C)C)cc1)C(O)c1ccc(N(C)C)cc1 (centres undefined)	12%
Cc1ccc(C(=O)N2C[C@@H](F)C[C@H]2C(=O)N2CCCCC2)c(C)c1	23%
O=C(Nc1nccs1)c1cc(-c2ccccn2)nc2c(Cl)cccc12	-1%
COc1ccc(-c2cc3c(cn2)CN(Cc2cccnc2)CCN3)cc1F	35µM*
COc1ccc(OC)c(CC(=O)NC(c2ccccc2)c2ccccc2)c1	-6%&-12%
COc1cc(OC)cc(C(=O)N2CCCN(c3cc(-c4ccc(C)c(C)c4)[nH]n3)CC2)c1	?
COC(=O)CNC(=O)c1ccc(C)cc1	-9%
c1ccc2c(c1)CC(c1n[nH]c(C3CCOCC3)n1)CO2 (centres undefined)	47%[activator]
C[C@@H](NC(=O)Nc1ccc(Cl)cc1)c1onc(-c2ccccc2)c1C(=O)O	-9%[86.2 µM]
O=C(C1CCCC1)N1CC2(CCN(Cc3ccc(Cl)cc3)CC2)Cc2ccccc21	-1%[115 µM]
NC(=O)c1cc(Cc2ccccc2)sc1NC(=O)c1ccco1	?
COc1cc2c(cc1OC)C(C[C@H]1CN(S(=O)(=O)c3cccs3)CC[C@H]1CC(=O)O)=NCC2	28µM*
Cc1nc(N2CCOCC2)nc(N2CCC(C)CC2)c1[N+](=O)[O-]	12%
COc1ccc(NC(=S)Nc2ccccc2)cc1	29%
COc1ccc(-n2c(-c3ccco3)nc3c(cnn3-c3ccccc3Cl)c2=O)cc1	-13%
Cc1ccc(NCc2ccc(O)cc2)cc1	-29%
O=C(c1ccc(Cl)cc1)N1CCN2C(=O)N(C3CCOCC3)C[C@H]2C1	-22%[86.2 µM]
Cc1cccc(N2CCN(C(=O)c3noc(-c4ccc5c(c4)OCO5)n3)CC2)c1C	?
Cc1ccc(-c2nn(CCC(=O)NC(C)C)c(=O)c3ccccc23)cc1	12%
Cc1nc2ccc(C(=O)N3CCN(CC(=O)NCc4ccccc4)CC3)cc2nc1C	-1%
Cc1ccccc1C(=O)N1CCC2(CC1)CC(=O)N(c1ccccc1)c1ccccc1O2	-20%
O=C(NCC(c1ccco1)N1CCCC1)c1cccc(S(=O)(=O)N2CCOCC2)c1 (centres undefined)	?
CC(=O)c1ccc(N2CCN(C(=O)c3csc(-c4ccccc4)n3)CC2)cc1	5%
Cc1ccccc1CNC(=O)C(C)n1nc(C)n2c(cc3occc32)c1=O (centres undefined)	-19%
COCCNC(=O)C1CCN(C(=O)c2cc3sccc3n2Cc2ccc(Cl)cc2)CC1	-11%
CCOc1ccc(CNCc2c(C(=O)O)n(Cc3ccccc3C)c3cc(OC)ccc23)cc1OC	8%
Cc1ccc(CNC(=O)C2CCN(S(=O)(=O)/C=C/c3ccccc3)CC2)cc1	6%
Cc1nc([C@H]2CCN(Cc3sccc3C)C[C@H]2NC(=O)C2CCOCC2)n[nH]1	4%
Cc1ccc(C2Cn3nnc(-c4noc(COc5cccc(C)c5)n4)c3CO2)cc1 (centres undefined)	-27%
Cc1cccc(CN2CCCC(c3nc(-c4cccnc4)no3)CCNC(=O)CC2)c1 (centres undefined)	-3%
CC(=O)C1=C(c2ccc(Cl)c(Cl)c2)N(C(C)=O)n2c(nnc2C2CCCCC2)S1	-10%
Cc1cc(-c2nc3cc(NC(=O)C(C)C)ccc3o2)ccc1Br	-20%
Cc1cc2oc(=O)cc(CN3CCN(CC(=O)N4CCCCC4C)CC3)c2cc1C (centres undefined)	3%
CC1CCN(c2oc(-c3ccc(COc4ccc(Cl)cc4)o3)nc2C#N)CC1	-68%
NC(=O)c1cc(S(=O)(=O)N2CCc3ccccc3C2)cs1	35%
CC(C)CCNC(=O)c1cccc2c1CCN2S(=O)(=O)c1ccccc1F	?
COc1ccc(C(=O)Nc2ccc(-c3nc4ccccc4o3)cc2)cc1OC	?
C=CCCC(CN1CCCOCC1)Oc1ccc2cccc(OC)c2n1 (centres undefined)	32µM*
CC(C)c1ccc(C(CNC(=O)c2cc(-c3cccs3)on2)N2CCOCC2)cc1 (centres undefined)	-9%
Cc1ccc(CNC(=O)C2(c3ccc(NS(C)(=O)=O)cc3)CCCCC2)o1	-6%
COc1ccc2c(COC(=O)c3ccc(F)cc3)cc(=O)oc2c1	?
CS(=O)(=O)N(C1CCOCC1)C1CCN(C(=O)C2CC2)CC1	7%
COc1ccc(C(=O)/C(=C\c2cccc(Cl)c2)c2nc3ccccc3o2)cc1	13%
O=C(Nc1c(C(=O)N2CCC(N3CCCCC3)CC2)oc2ccccc12)C1CC1	-8%
CCCn1nc(C(=O)N2CC(C(=O)N3CCOCC3)Oc3ccccc32)c2ccccc2c1=O (centres undefined)	-1%
C=CCNC(=O)C1CCCN(Cc2cccnc2)CCC(=O)NCC1 (centres undefined)	-3%
Cc1cc(OC(C)(C)c2n[nH]c(=S)n2CC(C)C)ccc1Cl	2%

Two successive entries from above, for reference:
SMILES	KDM5B inhibitor
C=CCNC(=O)C1CCCN(Cc2cccnc2)CCC(=O)NCC1 (centres undefined)	-3%
Cc1cc(OC(C)(C)c2n[nH]c(=S)n2CC(C)C)ccc1Cl	2%

Back to the main list, starting 3 compounds before the break.
SMILES	KDM5B inhibitor
CCCn1nc(C(=O)N2CC(C(=O)N3CCOCC3)Oc3ccccc32)c2ccccc2c1=O (centres undefined)	-1%
C=CCNC(=O)C1CCCN(Cc2cccnc2)CCC(=O)NCC1 (centres undefined)	-3%
Cc1cc(OC(C)(C)c2n[nH]c(=S)n2CC(C)C)ccc1Cl	2%
COc1cc(C(=O)NCC2COc3ccccc3O2)cc(OC)c1OC (centres undefined)	19%
NC(=O)CCNC(=O)C1=C[C@@H](NC(=O)c2cccc(F)c2)[C@@H](O)[C@H](O)C1	?
O=C1NCCOCCCN(C(=O)Nc2ccccc2)[C@H]2CCCC[C@@H]12	-3%
O=C(NCC(c1cccs1)N1CCCCC1)c1cc2ccccc2oc1=O (centres undefined)	?
FC1(F)C[C@@H](c2nnc(C3CC3)o2)N(C2CCOCC2)C1	-9%
NC(=O)c1ccc(CNc2cnc3ccccc3n2)cc1	?
O=C1C(N2CCN(Cc3ccc[nH]3)CC2)CCN1CCc1ccccc1 (centres undefined)	?
Cc1ccccc1NC(=O)CSc1ncc2c(n1)-c1ccccc1N(C)S2(=O)=O	-58%
Cc1nc(-c2cn(C3CCCN(C(=O)c4ccc(OC(F)(F)F)cc4)C3)nn2)no1 (centres undefined)	-9%
O=C(NCCc1ccc(Cl)cc1)c1ccc2nc(CCc3ccccc3)oc2c1	-15%
Cc1ccc(-c2cnc(CCC(=O)NCC3CC3)o2)cc1C	16%
O=C(CSc1nc2ccccc2nc1Cc1ccccc1)N1CCCc2ccccc21	-11%
CN1Cc2nc(-c3cnn(Cc4ccccc4)c3)ccc2OCC1=O	-25%[86.2 µM]
C#CCOc1ccc2ccccc2c1/C=C(\C#N)c1ccc(F)cc1	11%
CC(C)NC(=O)CN1CCCN(C(=O)c2cc3ccccc3n2C)CC1	?
Cc1ccccc1CC(C)Nc1ccc(C#N)cn1 (centres undefined)	?
O=c1c(N2CCc3ccccc3C2)csc2ccc(F)cc12	?
Cc1cnc(C(=O)N2CCCC(Cc3noc(-c4cnccn4)n3)C2)cn1 (centres undefined)	?
COCC(=O)NC1CCC12CCN(C(=O)c1ccc3[nH]ccc3c1)CC2 (centres undefined)	-12%
CCCC(=O)c1cc2c(cc1NC(=O)c1cccs1)OCCO2	-10%
CCc1ccc(NC(=O)Cn2c(=O)n(CCCC(=O)NCCc3ccc(OC)c(OC)c3)c(=O)c3ccccc32)cc1	12%
CCc1ccc(-c2nc3c(c(SCc4ccc(F)cc4)n2)Cc2c(CO)cnc(C)c2O3)cc1	-9%
CC(OC(=O)c1ccc2ccccc2n1)C(=O)Nc1cc(Cl)cc(Cl)c1 (centres undefined)	15%
N#C/C(=C/c1ccccc1)C(=O)Nc1ccc(N2CCOCC2)cc1	3%
Cn1c(C(=O)NN)cc2cc(OCc3ccccc3)ccc21	111%[activator]
O=S(=O)(c1ccc(Cl)cc1)c1nc(-c2ccco2)oc1N1CCCCC1	-11%
O=C(O)c1cccc(-c2n[nH]c3c2CC(=O)N(c2ccccc2)C3)c1	-21%[86.2 µM]
COC(=O)[C@H]1CCCN1C(=O)[C@@H]1C[C@H](NC(=O)NC(C)C)CN1C(=O)c1cccn1C	10%[86.2 µM]
CCN(C(=O)Cn1nc(C)c2ccccc2c1=O)c1nc2ccccc2s1	3%
Cc1cc(=O)oc2cc(OCc3ccc(C(=O)OC(C)C(=O)NC(N)=O)cc3)ccc12 (centres undefined)	-16%
COc1cccc(NC(=O)NNC(=O)CCc2ccc(O)c(O)c2)c1	?
CCCN1CCC(NC(=O)c2csc(C)c2CC)CC1	13%
CCc1ccc2oc(C(=O)N(Cc3cccc(Cl)c3)C3CCS(=O)(=O)C3)cc(=O)c2c1 (centres undefined)	11%
CC(C)Cc1nc(Cn2cc(S(=O)(=O)N3CCCC3)ccc2=O)no1	5%
COC(=O)COc1ccc2c(=O)c(Oc3cc(C)ccc3C)coc2c1	12%
COc1cc(CN2CCc3nn(C)c(=O)n3CC2)ccc1OC(C)C	-6%
O=C(O)C1CCC(=O)N1C(=O)OCc1ccccc1 (centres undefined)	36%[activator]
CNC(=O)C(C)(C)N1CCC[C@H]1C(=O)N1CCCC1	-29%[115 µM]
O=C1CCCCC1Sc1nccn1-c1ccccc1 (centres undefined)	-12%
CC(C)c1noc([C@@H]2C[C@H](NC(=O)Nc3ccc(F)cc3)CN2C)n1	6%[86.2 µM]
COc1ccc(-c2noc(-c3cccn3CC(=O)NCc3ccc(OC)c(OC)c3)n2)cc1F	31%
COc1ccccc1Cc1nc2ccccc2nc1SCC(=O)NCCc1ccccc1	-6%
CCN(CC)CCCNC(=O)c1c(C)oc2ncn(CC(C)C)c(=O)c12	-16%
Oc1ccccc1CN1CCNc2cnc(-c3ccccc3)cc2C1	?
Cc1ccc(CN2CCC(C(=O)N3CCCCCCNC(=O)CC3)CC2)o1	2%
CNC(=O)[C@@H](c1ccccc1)N1CCC[C@H]1C(=O)NCc1ccc(C(F)(F)F)cc1	20%[86.2 µM]
COC(=O)c1ccc(C)c(NS(=O)(=O)c2c(C)nn(C)c2C)c1	-5%
CN1CCCN(C[C@@H]2CN(C(=O)c3ccnn3C)C[C@@H]2CO)CC1	-27%
COCCO[C@H]1C(=O)N(C2CCN(Cc3ccccc3C#N)CC2)[C@H]1c1ccncc1	-29%
Cc1c2cnn(-c3ccccc3)c(=O)c2c(C)n1C(C)C(=O)NCc1cccc(Br)c1 (centres undefined)	?
COc1ccc(C(=O)Nc2c(NCc3ccccc3)c3ccccc3oc2=O)cc1	19%
CC(=O)Nc1cccc(-c2nc3cc(Cl)cc(Cl)c3o2)c1	-14%
CCN(Cc1nc2cc(Cl)ccc2c(=O)[nH]1)C(=O)CNC(=O)c1ccc(C(F)(F)F)cc1	7%
O=C(NCc1ccccc1Cl)c1cc2c(s1)-c1ccccc1SC2	?
CCc1nn(CC(=O)N2CCN(c3ccc(OC)cc3)CC2)c(=O)c2cc3sccc3n12	?
COc1ccccc1-n1cc(C(=O)NC(C(=O)O)c2c(C)n[nH]c2C)cn1 (centres undefined)	-4%
CCN(C(=O)Cc1c(C(=O)O)n(CC)c2ccccc12)c1ccccc1C	-1%
COc1ccc2[nH]c(C(=O)NCC(=O)N3CCCCCNC(=O)CC3c3ccccc3)cc2c1 (centres undefined)	28µM*
CC(C)C(=O)N1CCC(Oc2ccccc2-c2nc(-c3cnccn3)no2)C1 (centres undefined)	-14%
Cc1ccc(C)c(S(=O)(=O)NCC(c2ccc(N(C)C)cc2)N2CCOCC2)c1 (centres undefined)	?

More compounds follow:
SMILES	KDM5B inhibitor
CC1(CCc2ccc3c(c2)OCO3)NCCc2c1[nH]c1ccccc21 (centres undefined)	-5%
COc1cc(NC(=O)Cn2cnc3c(sc4ncccc43)c2=O)cc(OC)c1OC	14%
CCNC(=O)[C@@H]1C[C@@H](NC(=O)c2cn(C)nc2C)CN1Cc1ccccc1	-23%
Clc1ccccc1-c1nnc(-c2ccccc2CNc2ccc(Br)cc2)o1	20%
CSCC(=O)N1CC[C@H](NC(=O)NC(C)C)[C@H]1C(=O)N[C@H](Cc1ccccc1)C(N)=O	13%
CCCCOc1ccc(S(=O)(=O)N2CCN(C)CC2)cc1	5%
O=C(NCc1ccc(Cl)cc1)C1CCN(c2cc(C(F)(F)F)ncn2)CC1	?
Cc1cc2nc(-c3cccc(NC(=O)c4cccnc4)c3C)oc2cc1C	10%
CCOC(=O)C1(Cc2ccccc2F)CCCN(C(=O)c2cccc(-n3cccn3)c2)C1 (centres undefined)	-2%
COc1ccc(-c2c(C)c3ccc(O)c(CN4CCN(CCO)CC4)c3oc2=O)cc1OC	?
CC(C)CCNC(=O)C1CCN(C(=O)c2cc3sccc3n2Cc2ccc(Cl)cc2)CC1	7%
COc1ccc(S(=O)(=O)Oc2ccc3c(c2)O/C(=C\c2cc(OC)c(OC)cc2OC)C3=O)cc1	11%
COc1ccc(NC(=O)c2ccc(Br)o2)cc1NC(=O)c1ccccc1C	9%
CN(C)c1ccc(-c2nnnn2[C@H]2CO[C@H]3[C@@H]2OC[C@@H]3NC(=O)CC2(CC(=O)O)CCCC2)cc1	?
Cn1c(=O)[nH]c(=O)c2c1nc(SCC(=O)c1ccccc1)n2Cc1ccccc1	2%
COc1ccccc1CN1CCNc2cc(-c3ccnc(C)c3)ncc2C1	-20%[86.2 µM]

Single values from the entries so far:
KDM5B inhibitor, `Cn1c(=O)[nH]c(=O)c2c1nc(SCC(=O)c1ccccc1)n2Cc1ccccc1` → 2%
KDM5B inhibitor, `COc1ccccc1CN1CCNc2cc(-c3ccnc(C)c3)ncc2C1` → -20%[86.2 µM]
KDM5B inhibitor, `COc1ccc(NC(=O)c2ccc(Br)o2)cc1NC(=O)c1ccccc1C` → 9%
